# M1 antag – antagonists of human M1 muscarinic receptor. P11229. CHO-K1 hM1, Fluo-8 calcium fluorescence, ACh EC80 antagonist. inhibition, % at 3 µM. 1.3% of 360,000 active. AID 588852;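 active = percent inhibition above its own plate's cutoff, namely the mean of that plate's compound wells plus 3 SD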;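 note: peak over basal fluorescence ratio during 140 s after agonist addition; 0% = ACh EC80 plus DMSO and 100% = DMSO alone without agonist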
# CHRM1 PAM – human CHRM1 positive allosteric modulation | CHO-K1 hM1, Fluo-8 calcium fluorescence, ACh EC20; 0% = ACh EC20, 100% = maximal ACh | P11229 | 0.088% of 360,000 active | activation, % at 3 µM; in the data active = activation above about 19%, passing the limit was not always enough
# CHRM1 agonist – human M1 muscarinic receptor agonism; activation, % at 3 µM; 0.33% of 360,000 active; P11229; CHO-K1 hM1, Fluo-8 calcium fluorescence, agonist mode; 0% DMSO, 100% acetylcholine EC100; AID 588814;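 active = activation above the run's mean compound activation plus 3 SD, cut at about 16% in these data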;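 note: peak over basal fluorescence ratio within a 140 s kinetic read after compound addition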
# M4 ag – agonists of human muscarinic M4 receptor (CHRM4); P08173; CHO-K1 hM4/Gqi5, Fluo-8 calcium fluorescence; vehicle 0%, full acetylcholine response 100%; activation, % at 3 µM; 0.14% of 360,000 active; AID 624127;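 active = activation above the run mean over all test wells plus 3 SD, cut at about 32% in these data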;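 note: peak over basal fluorescence ratio per well then scaled between controls; 0% = DMSO wells and 100% = acetylcholine at EC100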
# CHRM5 agonist – CHRM5 agonism in calcium assay. 0.19% of 360,000 active. P08912. activation, % at 3 µM. CHO-K1 hM5 cells, Fluo-8 calcium fluorescence; 0% DMSO wells, 100% maximal acetylcholine response;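 active = activation above the run's mean over test compounds plus 3 SD, cut at about 23% in these data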;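 note: signal is peak over basal fluorescence ratio across the kinetic read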
# Target sequence (P08912 whole entry, looked up): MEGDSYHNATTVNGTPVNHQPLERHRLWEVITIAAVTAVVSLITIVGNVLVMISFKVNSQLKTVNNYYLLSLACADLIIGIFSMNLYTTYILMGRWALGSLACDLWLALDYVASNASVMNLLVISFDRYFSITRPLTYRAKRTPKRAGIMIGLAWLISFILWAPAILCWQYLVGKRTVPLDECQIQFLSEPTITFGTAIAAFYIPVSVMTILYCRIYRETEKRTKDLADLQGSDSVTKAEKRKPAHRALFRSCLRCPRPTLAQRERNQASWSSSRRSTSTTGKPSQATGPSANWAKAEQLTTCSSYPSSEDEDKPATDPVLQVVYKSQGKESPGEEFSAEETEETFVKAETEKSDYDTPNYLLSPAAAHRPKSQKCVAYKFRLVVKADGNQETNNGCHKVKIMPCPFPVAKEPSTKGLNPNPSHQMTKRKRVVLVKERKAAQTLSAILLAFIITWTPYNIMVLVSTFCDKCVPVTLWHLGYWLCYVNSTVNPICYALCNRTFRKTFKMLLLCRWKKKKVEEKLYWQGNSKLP
# M5 PAM – positive allosteric modulators of human muscarinic M5 receptor | P08912 | CHO-K1 hM5, Fluo-8 calcium, ACh EC20 PAM; 0% = ACh EC20, 100% = ACh EC100 | activation, % at 3 µM | 0.3% of 360,000 active;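 active = activation above the run cutoff, the mean activation of all test compounds plus 3 SD, cut at about 18% in these data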
#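 System – CHO-K1 hM5 cells · Compound – 3 µM, single dose · Incubation – compound preincubation 140 s before EC20 acetylcholine addition · Technique – Fluo-8 calcium fluorescence · Measure – Max/basal fluorescence ratio as % of EC20–EC100 ACh window · Benchmarks – low control EC20 acetylcholine (0%), high control EC100 acetylcholine (100%) · Replication – singlicate, one well per test compound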
# CHRM4 antagonist – antagonists of human muscarinic M4 receptor (CHRM4) | P08173 | CHO-hM4 cells, ACh EC80, Fluo-8 calcium fluorescence | inhibition, % at 3 µM | 0.73% of 360,000 active;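 active = inhibition above its plate's cutoff, the mean inhibition of sample wells plus 3 SD, cut at about 27% in these data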;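 note: 0% = acetylcholine EC80 with DMSO and 100% = DMSO without agonist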
# TAAR1 agonist – human TAAR1 agonism | AID 624467 | CHO RD-HGA16 TAAR1, Fluo-8 calcium fluorescence; vehicle wells 0%, saturating PEA agonist 100% | Q96RJ0 | 0.99% of 360,000 active | activation, % at 3 µM;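 active = activation above the mean activation of all test compounds in the run plus 3 SD, cut at about 38% in these data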
# Target sequence (Q96RJ0 whole entry, looked up): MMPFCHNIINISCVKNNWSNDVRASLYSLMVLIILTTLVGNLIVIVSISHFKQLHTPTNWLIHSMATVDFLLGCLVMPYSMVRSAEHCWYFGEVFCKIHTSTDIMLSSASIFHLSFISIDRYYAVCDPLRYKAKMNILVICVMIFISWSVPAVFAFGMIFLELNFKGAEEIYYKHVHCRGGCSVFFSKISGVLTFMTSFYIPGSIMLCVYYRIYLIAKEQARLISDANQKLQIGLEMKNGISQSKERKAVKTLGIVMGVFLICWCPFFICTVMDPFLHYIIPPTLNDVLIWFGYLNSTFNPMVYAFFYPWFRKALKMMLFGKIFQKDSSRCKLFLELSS
#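 Assay system – CHO-derived RD-HGA16 cells with stable Gα16 and human TAAR1 · Compound dosing – one-point dosing at 3 µM (nominal) · Incubation – 17-24 h seeding, 75 min 37 °C dye, 30 min RT · Measured by – kinetic Fluo-8 calcium fluorescence · Control set – DMSO vehicle as 0%, PEA at EC100 as 100% · Repeats – single well for each compound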
# CHRM5 antagonist – blocks acetylcholine activation of human M5 receptor; 0.59% of 360,000 active; CHO-hM5 cells, Fluo-8 calcium fluorescence, ACh EC80; inhibition, % at 3 µM; P08912;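 active = inhibition above a per-plate cutoff, the mean of that plate's test compounds plus 3 SD, cut at about 27% in these data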;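 note: 0% = acetylcholine EC80 with DMSO and 100% = DMSO without agonist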
# Numbers without * were called inactive; . = no result given. An excerpt. The share of hits here may be higher or lower than overall.
SMILES,M1 antag,CHRM1 PAM,CHRM1 agonist,M4 ag,CHRM5 agonist,M5 PAM,CHRM4 antagonist,TAAR1 agonist,CHRM5 antagonist
C/C(=N\NS(=O)(=O)c1ccc(Br)cc1)c1ccc2c(c1)OCO2,-11.2,6.3,-2.9,0.5,-1.2,5.5,-6.6,-1.3,2.1
COC(=O)Oc1ccc(/C=N/NC(=O)CSCc2ccccc2Br)cc1OC,7.2,0.0,-0.9,10.7,2.3,-10.1,5.6,11.1,11.2
O=C(O)CC(c1ccccc1)N1C(=O)c2cccc([N+](=O)[O-])c2C1=O (stereo unspecified),-8.5,8.2,-1.9,0.9,1.5,-2.2,-8.3,5.7,-5.2
COc1ccc(C(CNC(=O)COc2ccccc2)N2CCCCC2)cc1 (stereo unspecified),0.2,2.0,-8.0,-0.1,-10.3,-2.1,-5.2,0.5,-0.9
N#Cc1nc(Cc2ccccc2)oc1NCCN1CCOCC1,6.5,-10.8,-2.3,1.3,2.3,-2.6,6.2,9.0,-1.8
CC(=O)N1c2c(cc(Br)cc2S(=O)(=O)NCc2ccc(C)cc2)CC1C (stereo unspecified),-0.4,0.8,0.7,3.4,0.3,-3.5,-4.3,2.6,2.9
COc1ccc(CCNS(=O)(=O)c2ccc(Br)cc2)cc1,-10.9,6.4,-1.8,-0.4,0.4,2.3,10.5,4.8,1.1
O=C(/C=C/c1ccc([N+](=O)[O-])cc1)c1cccs1,-11.6,5.6,-2.1,0.0,1.3,-2.2,-3.8,0.3,3.1
O=C(Cc1ccc(Cl)c(Cl)c1)Nc1ccc(SC(F)F)cc1,20.9,-24.0,-10.1,6.7,-3.0,-15.1,9.3,3.8,33.6*
CCCOc1ccc(OCCCCNC(C)CC)cc1 (stereo unspecified),-0.3,-3.2,-4.1,1.0,-8.9,-5.2,8.9,8.3,-0.8
CN(C)CCNC(=O)c1ccc2c(c1)N(Cc1ccc(F)cc1)CCS2,-14.7,6.7,-10.1,2.8,-0.6,-1.5,-15.0,5.7,2.1
COc1ccc(CNC(=O)O[C@]23C[C@H]4C(=O)N(c5ccccc5)C(=O)[C@H]4C[C@@]2(O)CN(S(=O)(=O)c2ccc(C)cc2)C3)cc1OC,-9.7,3.2,-3.0,1.4,-1.8,-2.3,-16.2,1.7,8.6
Cc1ccc(NC(=O)CN2C(=O)NC(C)(c3ccccc3)C2=O)c(C)c1 (stereo unspecified),7.2,11.3,8.2,3.5,0.5,2.1,-13.5,8.4,9.8
O=C(CCS(=O)(=O)Cc1ccccc1)NCCc1ccccc1,-5.2,8.1,-2.8,1.4,1.5,6.1,-7.8,0.5,0.5
CC1CC(=O)N(CC(=O)Nc2ccc(Br)cc2)c2ccccc2S1(=O)=O (stereo unspecified),-12.7,9.1,-2.3,5.0,2.6,4.7,-4.5,5.0,-4.9
CCCCNc1cc(C)nc(N2CCOCC2)n1,-10.9,6.5,-4.9,0.4,-4.1,1.0,1.2,8.9,-4.6
O=C(COc1ccc2ccc(=O)oc2c1)NC(Cc1ccc(Cl)cc1)C(=O)O (stereo unspecified),-11.0,6.6,-2.4,-0.3,1.8,0.0,-9.6,-0.3,6.6
COCCCNC(=O)COc1ccc(-c2nccc(-c3ccccn3)n2)cc1,-3.8,1.0,0.3,6.8,-2.2,-6.2,1.4,7.6,7.7
O=C(COC(=O)c1ncc(Cl)c(Cl)c1Cl)NCc1cccs1,-8.6,5.0,-5.7,0.3,-3.2,0.6,2.1,10.8,4.7
COc1ccc(CC(=O)Nc2ncc([N+](=O)[O-])s2)cc1OC,-6.5,3.2,-0.2,1.4,1.3,5.8,-3.1,7.7,7.7
CC(=O)c1cc(C#N)c(N2CCCCC2)nc1C,-7.3,12.9,-9.2,1.3,1.7,7.9,0.1,7.3,1.8
NS(=O)(=O)c1ccc(Nc2c([N+](=O)[O-])cncc2[N+](=O)[O-])cc1,2.2,-0.8,-3.3,0.3,-5.2,-2.9,23.2,-0.5,23.9
O=C(NC1CCCN(Cc2ccc(Cl)cc2)C1)c1c(F)cccc1F (stereo unspecified),-3.0,0.2,-5.5,-0.5,-3.0,-5.2,3.3,1.7,9.2
CCC(=O)N1c2ccc(S(=O)(=O)CCC(=O)N3CCn4c3nc3ccccc34)cc2CC1C (stereo unspecified),-35.4,16.1,0.2,1.6,-0.1,-4.6,-7.1,2.8,-3.5
Cc1ccc2c(c1)/C(=N/O)CCS2,-4.2,4.2,-6.0,-0.1,-9.2,1.3,3.2,7.4,-5.7

# Next part (two carried over from the part before).
SMILES,M1 antag,CHRM1 PAM,CHRM1 agonist,M4 ag,CHRM5 agonist,M5 PAM,CHRM4 antagonist,TAAR1 agonist,CHRM5 antagonist
CCC(=O)N1c2ccc(S(=O)(=O)CCC(=O)N3CCn4c3nc3ccccc34)cc2CC1C (stereo unspecified),-35.4,16.1,0.2,1.6,-0.1,-4.6,-7.1,2.8,-3.5
Cc1ccc2c(c1)/C(=N/O)CCS2,-4.2,4.2,-6.0,-0.1,-9.2,1.3,3.2,7.4,-5.7
CCCN(C(=O)c1cccc(S(=O)(=O)N2CCN(Cc3ccccc3)CC2)c1)C1CCS(=O)(=O)C1 (stereo unspecified),-9.3,12.0,-2.0,5.8,-2.9,1.1,-2.0,-0.4,2.1
COc1ccccc1CNC(=O)COC(=O)c1sc(C)nc1C,-17.6,16.6,-1.8,1.3,-2.3,8.1,-11.1,-0.7,-2.8
CCn1c(SCC(=O)Nc2nccs2)nnc1C1CC1,-31.6,19.3,1.8,0.4,-1.7,4.3,-2.1,1.6,-3.2
Cc1ccc(S(=O)(=O)c2cc(Nc3ccccc3)ccc2O)cc1,1.8,6.3,-1.3,1.4,1.9,-5.8,2.4,-0.5,3.8
O=C1CSC(c2cccnc2)N1c1ccccc1 (stereo unspecified),-14.8,12.9,-2.3,1.8,1.7,14.7,8.4,0.6,-5.6
COc1cccc(CNC(=O)COc2ccc(C(=O)c3ccccc3)cc2)c1,-13.4,10.2,-1.3,6.0,-1.6,-1.3,-0.7,-0.4,13.6
COc1cccc2c1cc1c(=O)n(CC(=O)NC3CCCCC3)nc(C)n12,-1.3,5.6,-2.7,0.3,-1.2,7.5,-2.8,.,-3.0
CCCN1C(=O)c2cccc3c(N4CCCCC4)ccc(c23)C1=O,-1.6,0.5,-0.7,1.8,4.2,-3.2,2.4,19.4,6.5
CCOC(=O)C1CCCN(C(=O)COc2ccc(C(=O)c3ccc(F)cc3)cc2)C1 (stereo unspecified),0.8,1.1,-2.1,7.8,5.1,-2.3,0.7,5.0,6.5
Brc1ccc(-c2nnc3sc(CN4CCN(c5ccccc5)CC4)cn23)cc1,-1.6,-0.2,-3.8,0.5,-0.3,-3.0,0.0,.,7.6
O=C(O)C1CCC(Cn2c(SCc3cc(=O)n4ccccc4n3)nc3ccsc3c2=O)CC1 (stereo unspecified),-2.4,6.1,-7.3,0.2,-1.9,5.4,-0.5,9.8,0.3
CC(OC(=O)CN1C(=O)NC2(CCCCC2C)C1=O)c1ccccc1 (stereo unspecified),-0.8,4.3,-5.2,4.1,6.7,0.0,-4.1,1.8,9.1
COc1cc(Br)c(CC(=O)NNC(=O)c2ccc(F)cc2)cc1OC,7.9,-5.0,-2.6,0.3,1.5,4.8,-2.6,0.5,12.5
COCC(C)NC(=O)c1noc2c1CCc1cc(OC)ccc1-2 (stereo unspecified),0.6,-2.3,-7.3,2.4,-5.0,-2.2,-1.0,6.2,-2.9
O=C(Nc1ccc(OC(F)(F)F)cc1)c1ccc(-n2cncn2)nc1,-2.2,2.6,-5.1,1.6,-1.2,-3.7,-4.9,4.9,-3.3
CC(C)C[C@@H](CN1CCCC1CN1C(=S)NC[C@@H]1Cc1ccccc1)N1C[C@H](Cc2ccccc2)N(CC2CCCCC2)C1=S (stereo partly specified),.,.,.,1.2,-0.6,-4.3,-8.8,2.0,-6.3
Nc1nc(CSc2ccccn2)nc(Nc2ccccc2)n1,10.2,1.3,3.1,0.9,0.9,1.6,3.9,3.6,-0.3
COc1cc2[nH]c(C(=O)N3CCN(C)CC3)cc2c(OC)c1OC,-12.9,5.6,-7.0,0.2,-4.4,0.1,4.2,2.8,4.2
COC(=O)c1ccc(N=NN2CCCCCC2)cc1,-2.8,1.5,-6.1,-0.8,-3.1,0.5,-14.9,6.2,-7.0
CCOC(=O)C1=C(C)N=C2c3ccccc3C(=O)C2C1c1ccccc1 (stereo unspecified),6.8,0.9,-2.2,7.8,-2.1,-13.3,-6.6,-0.5,5.7
O=c1c(Br)ccc(Br)cc1Br,-4.5,5.8,-4.5,-1.5,-2.0,-0.3,24.3,-0.8,9.0
CCCC(=O)N(c1ccc2oc(C)c(C(C)=O)c2c1)S(=O)(=O)c1ccc(C)c([N+](=O)[O-])c1,-15.9,11.7,-9.6,1.1,-2.1,1.5,2.4,-0.6,-1.5
CC(C)C(=O)NCC(c1ccc2c(c1)OCO2)N1CCOCC1 (stereo unspecified),-8.6,5.2,-0.8,0.9,-6.2,2.9,3.3,0.9,-4.3
Cc1cccn2c(=O)c3cc(C(=O)NCC4CCCO4)c(=N)n(C4CCCCC4)c3nc12 (stereo unspecified),-6.5,2.9,-11.1,1.1,-4.1,7.5,-1.1,-1.4,-3.7
C[C@@H](NC(=O)c1[nH]cnc1C(=O)Nc1ccccc1)c1ccccc1,-3.2,5.5,-5.0,2.2,-6.3,-6.4,0.1,3.4,7.1

# Next section; the last 2 above are carried over.
SMILES,M1 antag,CHRM1 PAM,CHRM1 agonist,M4 ag,CHRM5 agonist,M5 PAM,CHRM4 antagonist,TAAR1 agonist,CHRM5 antagonist
Cc1cccn2c(=O)c3cc(C(=O)NCC4CCCO4)c(=N)n(C4CCCCC4)c3nc12 (stereo unspecified),-6.5,2.9,-11.1,1.1,-4.1,7.5,-1.1,-1.4,-3.7
C[C@@H](NC(=O)c1[nH]cnc1C(=O)Nc1ccccc1)c1ccccc1,-3.2,5.5,-5.0,2.2,-6.3,-6.4,0.1,3.4,7.1
O=C(CN1CCCC1)Nc1ccccc1Cl,0.1,5.0,-5.1,0.5,-2.2,-0.6,11.9,3.2,3.2
COc1ccc(N2CCN(CC(=O)Nc3ccc(C)cc3Br)CC2)cc1,-25.9,9.0,-5.6,-1.2,-6.8,3.5,-31.8,-0.8,0.6
O=C(COC(=O)c1ccc2ncsc2c1)NCc1cccc(Cl)c1,-4.0,15.3,2.4,2.6,0.9,-5.3,-11.1,0.5,1.9
COC(=O)c1ccc(C(=O)OC)c(NC(=S)N2CCC(C)CC2)c1,-1.7,6.9,-6.0,5.5,-3.2,-1.3,-9.8,4.6,-6.4
O=C(O)c1cc(-c2ccc(Cl)s2)nc2ccccc12,2.4,1.5,-4.8,14.7,-1.5,-4.5,3.0,-1.2,10.5
O=S(=O)(Nc1ncccn1)c1ccc(NC(=S)N2CCN(c3cccc(C(F)(F)F)c3)CC2)cc1,-10.3,9.3,-6.5,0.3,-7.2,-3.5,6.9,2.4,8.0
O=C(Nc1ccc(NC(=O)c2ccccc2F)cn1)c1ccco1,-10.1,9.0,-1.9,3.8,-1.2,-6.3,-11.0,4.1,12.7

# Screening data as filed in PubChem.
